# Y pestis TopoI: blocks Yersinia pestis topoisomerase I activity | Y. pestis Topo-I cleavage product accumulation, plate reader | activity, % at 10 µM | actives 0.064% (n = 360,000) | AID 504884; in the data active = activity above about 50%, passing the limit was not always enough; inconclusive = no clear call, values can overlap the other calls; note: inactives centre near 2
# TcdB inh: blocks C. difficile toxin B glycohydrolase activity. P18177. TcdB glycohydrolase enzymatic assay, plate reader. inhibition, % at 9.99 µM. actives 0.24% (n = 350,000). AID 652162; in the data active = inhibition above about 10%
# Anthrax LF prot: anthrax lethal factor protease inhibition. P15917. multiplex microsphere protease cleavage assay, LF. inhibition, % at 10 µM. actives 0.12% (n = 360,000); in the data active = inhibition above about 30%; inconclusive = no clear call, values can overlap the other calls; note: plate controls were buffer without enzyme for full effect and enzyme alone for no effect
# VHR inh abs: blocks human VHR1 dual specificity phosphatase; recombinant VHR phosphatase, pNPP absorbance; actives 0.52% (n = 290,000); P51452; AID 1654; inhibition, % at 13.3 µM; in the data active = inhibition above about 50%; note: some compounds called inactive have numbers as strong as hits
# Target sequence (P51452 whole entry, looked up): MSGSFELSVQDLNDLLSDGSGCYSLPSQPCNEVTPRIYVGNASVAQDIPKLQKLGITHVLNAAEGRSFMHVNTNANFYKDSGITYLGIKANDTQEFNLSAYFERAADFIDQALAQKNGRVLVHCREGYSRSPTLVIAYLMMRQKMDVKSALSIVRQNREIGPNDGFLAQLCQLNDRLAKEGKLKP
# PfHsp40 rescue: compounds rescuing yeast from Plasmodium falciparum HSP40 toxicity. S. cerevisiae expressing PfHsp40, growth rescue, ATP luminescence. growth rescue, % at 12.5 µM. actives 0.68% (n = 340,000); in the data active = growth rescue above about 28%, passing the limit was not always enough; inconclusive = no clear call, values can overlap the other calls;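 note: yeast W303a lacking pdr1 and pdr3 grown in galactose medium; growth measured after three days at 30 °C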
# Vc quorum ag: inducers of Vibrio cholerae quorum light production without autoinducers | V. cholerae BH1578 lux reporter, luminescence, 6 h | activation, % at 18.7 µM | actives 0.16% (n = 350,000) | AID 588436; in the data active = activation mostly above about 9.7%, no sharp cut-off; inconclusive = no clear call, values can overlap the other calls; inactive = mostly below about 3.7%; note: not every result past the cut was called active; inactives centre near 0; reference of the scale not given here
# SSB-PriA inh: blocks PriA binding to SSB C-terminal tail. actives 0.6% (n = 430,000). AlphaScreen SSBct-PriA binding, biotinylated peptide. AID 1272365. inhibition, % at 33 µM; in the data active = inhibition mostly above about 37%, no sharp cut-off; inactive = mostly below about 20%;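 note: plate controls were negative control peptide for no effect and reference peptide for full effect; strong numbers were not always called active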
# MazEF act: increases E. coli MazEF RNase cleavage of RNA; activation, % at 20 µM; FAM/BHQ RNA-DNA oligo cleavage fluorescence, 5 h; actives 0.32% (n = 350,000); P0AE70; in the data active = activation above about 50%
# Target sequence (P0AE70 whole entry, looked up): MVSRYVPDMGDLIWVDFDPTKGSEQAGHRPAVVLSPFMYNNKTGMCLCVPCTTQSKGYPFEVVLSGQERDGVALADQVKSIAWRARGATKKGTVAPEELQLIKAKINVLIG
# SARS 3CLpro inh: SARS-CoV 3CLpro protease inhibition; actives 0.14% (n = 290,000); inhibition, % at 6 µM; recombinant SARS-CoV 3CLpro, quenched FRET peptide cleavage; P0C6X7; in the data active = inhibition above about 12%
# Rv3671c inh: Rv3671c (M. tuberculosis) protease inhibition. P9WHR9. inhibition, % at 5.96 µM. actives 0.048% (n = 320,000); in the data active = inhibition above about 38%;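 note: extracellular domain of Rv3671c used as enzyme; 0% = enzyme with DMSO and 100% = no enzyme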
# Target sequence (P9WHR9 whole entry, looked up, the tested form may be a part): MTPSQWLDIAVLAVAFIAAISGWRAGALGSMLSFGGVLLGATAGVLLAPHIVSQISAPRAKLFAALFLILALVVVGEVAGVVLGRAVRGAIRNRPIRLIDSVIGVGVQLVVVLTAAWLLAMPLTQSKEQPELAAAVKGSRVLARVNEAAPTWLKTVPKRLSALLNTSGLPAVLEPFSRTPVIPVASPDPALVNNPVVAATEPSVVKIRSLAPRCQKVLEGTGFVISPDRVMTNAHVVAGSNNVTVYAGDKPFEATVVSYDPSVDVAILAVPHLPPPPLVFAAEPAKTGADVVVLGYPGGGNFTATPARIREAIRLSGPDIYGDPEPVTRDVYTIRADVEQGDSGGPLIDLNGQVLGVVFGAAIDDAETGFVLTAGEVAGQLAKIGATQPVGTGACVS
# An asterisk follows results filed as active; i = inactive; ? = inconclusive; / = not tested or not shown; + = active, no number; ! = repeats disagree. This is a subset; count on the stated rates, not on these rows.
# Results follow in this order: Y pestis TopoI	TcdB inh	Anthrax LF prot	VHR inh abs	PfHsp40 rescue	Vc quorum ag	SSB-PriA inh	MazEF act	SARS 3CLpro inh	Rv3671c inh
> CCc1oc(C(=O)OC)cc1CSC(=N)N
  0	0.0	0	-4	-1.0	-1.1	-6	3	-4	-3
> O=C(CN1C(=O)S/C(=C\c2ccc(F)cc2)C1=O)Nc1cccc(S(=O)(=O)NCc2ccco2)c1
  -6	0.4	0	5	-0.5	-2.0	3	0	2	-135
> CCc1nnc(NS(=O)(=O)c2ccc(NC(=O)/C=C/C(=O)O)cc2)s1
  -11	0.5	2	6	0.9	-0.2	-40	-12	6	4
> CC(C)C(=O)Nc1ccc(C(=O)NCc2cccnc2)cc1
  0	0.2	1	12	-0.3	/	-15	1	-2	1
> CC(NC(=O)c1cc([N+](=O)[O-])cc([N+](=O)[O-])c1)c1ccc(-n2ccnc2)cc1 (stereo unspecified)
  -13	0.3	-5	5	0.4	1.6	14	6	-7	-8
> C[C@H](CO)N1C[C@H](C)[C@H](CN(C)C(=O)c2ccccc2)OCc2ccccc2-c2c(n(C)c3ccccc23)C1=O
  26	-0.6	1	/	/	-0.2	/	4	/	/
> Cc1ccc(C)c(NC(=O)CN(C)C(=O)c2cc3ccccc3oc2=O)c1
  3	-2.7	-2	/	-0.8	0.0	-3	5	/	-2
> COc1ccc(C(=O)c2sc(Nc3ccccc3)nc2C)cc1
  6	-1.2	5	21	-1.1	i	-12	-2	0	-11
> Cc1ccc(Oc2nc3c(c(=O)n(Cc4ccccc4F)c(=O)n3C)n2C)cc1
  -9	0.8	-1	-5	-1.2	i	-26	-1	-1	-7
> O=C(CSc1nc(-c2cccs2)cc(C(F)(F)F)n1)NCCCN1CCOCC1
  7	0.2	12	0	-1.7	-0.8	-5	9	1	5
> CC(=O)Nc1cccc(C(=O)N2CCC(n3nccc3NC(=O)CC(C)C)CC2)c1
  13	-0.5	1	24	2.1	-0.8	-13	-1	2	-6
> CCOc1ccccc1C(=O)NCC(=O)NCCSc1ccc(Br)cc1
  43	0.4	-2	/	2.3	i	2	-4	/	/
> Cc1c(C(=O)N(Cc2ccccc2Cl)C2CCS(=O)(=O)C2)oc2ccccc12 (stereo unspecified)
  31	8.3	-2	17	0.3	-0.3	-1	9	2	0
> Cn1c(Cc2ccc(Cl)cc2)nnc1SCC(=O)NC1CC1
  -6	1.7	3	18	0.3	i	7	3	1	2
> Cc1nc2ccccn2c1CN(C)C(=O)C1CCC(=O)N(Cc2cccc(F)c2)C1 (stereo unspecified)
  -6	1.5	-2	18	0.3	i	-14	8	5	8
> CC1C2CC(C(CN(C)C)/C2=N/O)C1(C)C (stereo unspecified)
  -4	/	-2	-4	-0.8	i	/	-6	-3	-10
> O=C(Nc1nc2ccsc2c(=O)s1)c1ccco1
  0	-0.8	?	10	/	-0.6	7	2	4	2
> O=C(O)c1[nH]c2ccc(Cl)cc2c1CCN1C(=O)c2ccccc2C1=O
  12	0.6	-2	29	-1.5	-2.4	-11	-4	7	-5
> COc1ccc(-c2cc(C(=O)N3CCC3)c3ccccc3n2)cc1OC
  0	-1.2	0	/	-0.1	i	1	1	/	-2
> COc1cccc(C(=O)c2c[nH]c(C(=O)NCc3cccs3)c2)c1
  -5	/	-11	11	0.2	-0.2	-14	11	2	-5
> C=CC1=C(C(=O)O)N2C(=O)[C@@H](NC(=O)/C(=N/OCC(=O)O)c3csc(N)n3)[C@H]2SC1
  8	-0.4	-4	/	5.4	5.8	/	-2	/	-5
> CCCCCCCCCCCCN1[C@@H](CC(C)=O)c2cc(C(F)(F)F)ccc2S1(=O)=O
  14	/	-7	/	6.8	1.3	-3	-17	/	-6
> CN(C)c1ccc(P(=O)(OC2CCCCC2)C(Nc2ccccc2)c2cccnc2)cc1 (stereo unspecified)
  26	1.9	?	25	/	-0.6	-5	-3	5	1
> CC1(C)SC2c3ccccc3C(=O)N2[C@@H]1C(=O)NC1CCCC1 (stereo partly specified)
  -6	1.2	-1	-4	0.1	0.2	1	12	-1	-3
> Cc1ccc(-c2cc(-c3ccccc3Cl)[nH]n2)c(O)c1
  -14	/	-4	-8	136*	-1.0	-9	9	7	-8
> Cc1nnsc1C(=O)NC(=O)Nc1ccc(F)c(Cl)c1
  7	-0.9	2	12	-0.1	i	-2	10	2	-11
> O=C(OCC(=O)N1CCCc2ccccc21)c1ccccc1NCCO
  8	1.0	1	/	0.6	7.4	-5	-3	/	2
> N/C(=N\OS(=O)(=O)c1ccccc1)c1ccccn1
  1	/	0	2	0.1	-0.3	/	12	5	6
> O=C(Nc1ccccc1F)C1COc2ccccc2O1 (stereo unspecified)
  13	-0.5	15	13	-0.7	i	-33	3	0	5
> CN(C(=O)COC(=O)CCC(=O)c1ccc(F)cc1)C1CCCCC1
  21	1.2	8	/	5.5	i	-2	3	/	5
> CCCCn1nnnc1NCc1cc(Cl)c(OC)c(OC)c1
  4	0.6	-1	17	1.1	-0.1	0	5	4	2
> CC(=O)NC(C)(c1ccccc1)c1nc(-c2csc3ccccc23)cs1 (stereo unspecified)
  -12	1.3	1	/	/	i	/	/	/	/
> CN(C)/C=c1\sc2c(C#N)cc(C(=O)c3ccc(Br)cc3)n2c1=O
  0	/	3	28	-0.9	i	/	+	3	-7
> Cc1cc(C(=O)OCC(=O)Nc2cccc(S(=O)(=O)N3CCOCC3)c2)c(C)o1
  -12	/	-2	18	-0.1	i	-3	-8	5	0
> Cc1cc(NC(=O)CSc2nnc(-c3ccc(Cl)s3)o2)no1
  -4	/	-1	25	-1.0	-0.5	44*!	-7	0	1
> COc1ccc(CN2C(=O)NC(=O)/C(=C/c3cc(OC)c(OC)c(OC)c3)C2=O)cc1
  2	0.3	-20	-9	-0.4	0.3	-1	-12	-1	-2
> COc1cc(C)ccc1OCC(=O)Nc1ccc2c(c1)OCO2
  2	1.4	-4	/	0.9	0.2	6	5	/	1
> CCOC(=O)CSc1nc(-c2ccccc2)nc2ccccc12
  -2	/	-2	21	-0.7	i	-58	1	6	-8
> CCn1c(SCC(=O)c2ccc3ccccc3c2)nnc1-c1cccs1
  29	/	?	19	-0.7	0.2	8	4	2	-10
> CC(NC(=O)OCc1ccccc1)c1ccccc1 (stereo unspecified)
  3	0.0	26	/	0.9	0.0	-17	-4	/	5
> CCOC(=O)C1=C(C)Nc2nc(C)nn2C1c1cc(OC)ccc1OC (stereo unspecified)
  -1	0.4	1	0	1.5	-0.4	1	-7	5	-6
> Cc1ccc(S(=O)(=O)Nc2nc(CN3CCOCC3)nc3sc(C)c(C)c23)cc1
  2	-0.5	8	/	-1.0	i	5	-16	/	3
> Cc1ccc(Cn2c(Cc3ccccc3)nc3ccccc32)cc1
  43	/	-2	24	22	i	-8	3	2	-8
> Cn1c(CNc2nc(-c3ccccc3)cs2)nnc1SCC(=O)OC1CCCCC1
  22	/	-4	4	0.6	-2.2	16	-5	-5	6
> NC(=O)c1ccc(NC(=O)CN2C(=O)NC3(CCCCCCC3)C2=O)cc1
  -8	0.4	1	/	-1.6	-0.9	-12	-9	/	2
> Cn1c(=O)[nH]c(=O)c2c1nc1n2CCCS1
  3	/	0	-1	0.6	i	11	1	5	0
> O=C(COC(=O)CCOc1ccccc1)NCCC1=CCCCC1
  22	2.3	-2	-2	-0.5	-0.4	-18	-3	-1	-8
> COCCn1c(=O)c2c(nc3n2CC(C)CN3Cc2ccccc2)n(C)c1=O (stereo unspecified)
  7	0.2	3	21	-1.4	-0.4	-5	6	2	-1
> Cc1onc(-c2ccccc2Cl)c1C(=O)Nc1sc2c(c1C(N)=O)CCC(C)C2 (stereo unspecified)
  1	/	-4	31	18	i	-10	-11	5	-7
> CC1CCN(c2c(NCC3CCC(C(=O)NCc4ccc(F)cc4)CC3)c(=O)c2=O)CC1 (stereo unspecified)
  5	0.9	3	16	-0.5	-0.4	-11	4	-2	3
> COc1ccc(Cl)cc1NC(=O)CN(C)C(=O)c1ccc2n[nH]nc2c1
  2	0.2	-9	/	-0.8	-3.1	8	10	/	3
> C#CCOCCOCCOCCNc1nc(N2CCN(C(=O)CCCCCCCCCCNC(=O)Cn3cc(C[C@@H](C)O)nn3)CC2)nc(N2CCN(C(=O)CCCCCCCCCCNC(=O)[C@@H](CCC(=O)O)n3cc(CCCCCN)nn3)CC2)n1
  3	-0.2	-12	/	-0.6	-3.7	2	63*	/	-4
> Cn1c(=O)c2c(nc(Oc3ccccc3N)n2C)n(C)c1=O
  -20	0.2	6	19	0.0	-0.3	-21	5	3	/
> COc1ccc(CC(NC(C)=O)C(=O)NC2CCN(C(=O)C3CCCCC3)CC2)c(OC)c1 (stereo unspecified)
  -1	-0.6	-3	10	-0.1	-0.2	-6	11	-7	3
> O=C(CSc1nc2ccccc2s1)N1CCN(C(=O)c2ccco2)CC1
  -2	/	-8	-8	0.5	/	-4	-1	-1	10
> Cc1ccc(C(=O)Nc2ccc3c(c2)OCO3)cc1S(=O)(=O)N1CCCC1
  13	/	-2	8	-1.8	i	16	8	3	-7
> O=C(Nc1ccc(Br)cc1)c1cnc[nH]1
  8	1.5	-15	30	-2.4	-0.5	-5	-7	2	-4
> C#CCN1C(C)=C(C(=O)OC)C(c2cccc([N+](=O)[O-])c2)C(C(=O)OCC)=C1C (stereo unspecified)
  20	1.7	-11	/	?	-0.2	7	-4	/	-8
> COc1ccc(C(=O)N2CCN(S(=O)(=O)c3ccc(Cl)cc3)CC2)cc1S(=O)(=O)N1CCOCC1
  -1	-0.2	11	/	1.7	0.7	-11	-2	/	/
> COc1cc(C(=O)NCc2nnc(SCC(=O)N3CCCCCC3)o2)cc(OC)c1OC
  1	0.8	-2	-3	-1.0	-0.4	4	2	7	5

# Rewritten comma-delimited: part of the list above
molecule,Y pestis TopoI,TcdB inh,Anthrax LF prot,VHR inh abs,PfHsp40 rescue,Vc quorum ag,SSB-PriA inh,MazEF act,SARS 3CLpro inh,Rv3671c inh
COc1cc(C(=O)NCc2nnc(SCC(=O)N3CCCCCC3)o2)cc(OC)c1OC,1,0.8,-2,-3,-1.0,-0.4,4,2,7,5
Cn1c(=O)[nH]c(=O)c2c1nc1n2CCCS1,3,/,0,-1,0.6,i,11,1,5,0
COc1ccc(Cl)cc1NC(=O)CN(C)C(=O)c1ccc2n[nH]nc2c1,2,0.2,-9,/,-0.8,-3.1,8,10,/,3

# (next part)
# Results follow in this order: Y pestis TopoI	TcdB inh	Anthrax LF prot	VHR inh abs	PfHsp40 rescue	Vc quorum ag	SSB-PriA inh	MazEF act	SARS 3CLpro inh	Rv3671c inh
> CCOc1ccc2nc(N3CCC(C(=O)NC4CCCCC4)CC3)sc2c1
  3	-1.6	-1	-26	-0.7	-2.0	-12	-4	-5	-6
> CC(=O)c1sc(NC(=O)c2ccc3c(c2)OCO3)nc1C
  3	0.5	-3	9	-0.3	i	8	5	6	-11
> CCCCCC1C(=O)C[C@@H]2CCN3C(=O)CCC[C@H]1[C@H]23 (stereo partly specified)
  -5	0.3	-17	/	-0.2	-0.5	-1	-3	/	/
> CCOC(=O)c1cc2occc2n1CC(=O)N1CCOCC1
  7	/	-1	-2	-1.9	-1.7	0	-4	1	-3
> COc1ccc(S(=O)(=O)N2CCCOC2CNC(=O)C(=O)NCc2cccnc2)cc1 (stereo unspecified)
  -6	-3.4	2	6	-1.3	0.7	-8	7	-2	0
> CCN(CC)C(=O)COc1ccc(CC(=O)O)cc1OC
  5	/	5	14	-2.3	i	-29	6	-1	0
> Cc1ccc(/C(N)=N/OC(=O)CSc2ccccc2)cc1
  2	0.4	-1	-6	1.8	i	/	-11	2	-10
> CC1(C)CC(=O)C2=C(C1)N=C1c3ccccc3C(=O)C1C2c1ccc(Cl)cc1 (stereo unspecified)
  -26	/	0	-8	0.2	-0.2	38	6	2	1

# Source: PubChem BioAssay
